Compound activity: PubChem, several laboratories
Wnt bcat act: Wnt/beta-catenin pathway activators, primary screen, cell-based, plate reader, single point; activation, % at 9.35 µM; Wnt/beta-catenin reporter cell assay, activator; 300,000 compounds, 1.2% hits; in the data active = activation above about 30%, passing the limit was not always enough;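 also: 0% = neutral control wells and 100% = positive control wells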
OPRM1-OPRD1 ag: agonists of OPRM1-OPRD1 heterodimerization, primary screen, cell-based, luminescence; Mu-type opioid receptor (Homo sapiens) + Delta-type opioid receptor (Homo sapiens), …; cells; activation, % at 9.3 µM; 340,000 compounds, 0.3% hits; in the data active = activation above about 18%;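 also: 0% = vehicle-treated cells and 100% = reference agonist; values of inactives mirror those of a sister screen read the other way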
Target sequence (P35372 whole entry, looked up): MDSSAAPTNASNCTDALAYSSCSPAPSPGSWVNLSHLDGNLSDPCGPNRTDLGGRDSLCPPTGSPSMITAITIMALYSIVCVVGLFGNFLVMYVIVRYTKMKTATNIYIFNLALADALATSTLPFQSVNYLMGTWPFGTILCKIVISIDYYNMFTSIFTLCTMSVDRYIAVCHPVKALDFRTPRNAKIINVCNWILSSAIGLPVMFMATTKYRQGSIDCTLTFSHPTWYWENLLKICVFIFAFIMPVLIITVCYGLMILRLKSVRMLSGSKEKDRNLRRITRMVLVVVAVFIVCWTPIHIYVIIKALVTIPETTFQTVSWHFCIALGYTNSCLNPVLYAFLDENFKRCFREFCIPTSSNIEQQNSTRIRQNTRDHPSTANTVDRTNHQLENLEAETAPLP
Target sequence (P41143 whole entry, looked up): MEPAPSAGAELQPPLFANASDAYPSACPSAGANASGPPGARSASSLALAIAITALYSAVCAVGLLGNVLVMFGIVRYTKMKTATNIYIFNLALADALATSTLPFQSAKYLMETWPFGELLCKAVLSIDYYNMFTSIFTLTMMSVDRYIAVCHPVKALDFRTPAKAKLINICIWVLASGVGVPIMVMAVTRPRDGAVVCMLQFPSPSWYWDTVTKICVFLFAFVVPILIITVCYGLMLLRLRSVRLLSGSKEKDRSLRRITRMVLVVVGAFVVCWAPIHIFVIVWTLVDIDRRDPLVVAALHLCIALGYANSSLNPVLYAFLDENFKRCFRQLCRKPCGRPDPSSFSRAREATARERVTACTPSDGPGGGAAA
Keap1-Nrf2 PPI: Keap1-Nrf2 protein-protein interaction inhibitors, primary screen, biochemical, fluorescence polarization, single point | Kelch-like ECH-associated protein 1 (Homo sapiens), Q14145 | Keap1 Kelch-Nrf2 peptide fluorescence polarization, 1536-well | inhibition, % at 9.4 µM | 340,000 compounds, 0.15% hits | AID 504523, 2011; in the data active = inhibition above about 12%;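 also: human Keap1 Kelch domain with fluorescein labeled Nrf2 9mer peptide probe; 0% = neutral control wells and 100% = peptide positive control; higher means more block of Keap1 binding to Nrf2 peptide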
RTF Ca sens act: cardiac RTF calcium sensitivity activators, primary screen, biochemical, IANBD-TnC fluorescence, EC20 calcium; IANBD-labeled TnC RTF fluorescence at EC20 calcium; 0% EC20 calcium, 100% full calcium; activation, % at 7.2 µM; 340,000 compounds, 0.24% hits; AID 493008, 2010;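 active = activation above the mean over all tested compounds plus 3 SD, cut at about 30% in these data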;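 also: rise in fluorescence read as greater calcium sensitivity of cardiac thin filaments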
MOR-DOR inv ag: inverse agonists of MOR-DOR heterodimerization, primary screen, cell-based, luminescence; Mu-type opioid receptor (Homo sapiens) + Delta-type opioid receptor (Homo sapiens), …; cell-based MOR-DOR heterodimer luminescence, inverse agonism; inhibition, % at 9.3 µM; 340,000 compounds, 0.21% hits; AID 504357, 2011; in the data active = inhibition above about 22%, passing the limit was not always enough;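 also: 0% = cells with DMSO and 100% = wells without cells with DMSO; values of inactives mirror those of a sister screen read the other way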
LANA DNA inh: inhibitors of KSHV C-LANA binding to DNA, primary screen, biochemical, fluorescence polarization, FAM-LBS DNA, MBP-C-LANA, single point. 340,000 compounds, 0.078% hits. inhibition, % at 9 µM. Kaposi's sarcoma herpesvirus LANA C-terminal domain (residues 932-1162) DNA binding. AID 504423, 2011;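 active = highest replicate inhibition at or above 60% at 9 µM, even if other replicates fall short; inactive = all replicates below 60% inhibition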;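 also: 0% = neutral control wells and 100% = 4 µM acridine orange control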
V-ATPase pHluor: regulators of yeast V-ATPase proton pumping, primary screen, pHLuorin cytosolic pH fluorescence. AID 504577, 2011. S. cerevisiae. response, % at 10 µM. 350,000 compounds, 0.37% hits; in the data active = response mostly above about 7.3%, no sharp cut-off; inactive = mostly below about 5.4%; also: actives read high; inactives centre near 0; some compounds called inactive have numbers as strong as hits; reference of the scale not given here
RTF Ca sens inh: cardiac RTF calcium sensitivity inhibitors, primary screen, biochemical, IANBD-TnC fluorescence, EC70 calcium. Troponin I, cardiac muscle (Homo sapiens) + Troponin T, cardiac muscle (Homo sapiens) + …. IANBD-labeled cardiac RTF, Ca2+ fluorescence. inhibition, % at 7.15 µM. 340,000 compounds, 0.12% hits. AID 493244, 2011;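 active = inhibition above the mean inhibition of all tested compounds plus 3 SD, cut at about 17% in these data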;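 also: assay run at fixed EC70 calcium of 1.6 mM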
Arr AP2 block: inhibitors of beta-arrestin/AP2 binding, primary screen, biochemical, GPCR trafficking, flow cytometry | beta-arrestin 1 C-terminal peptide binding to AP2 beta2-adaptin appendage (human) | FITC-arrestin peptide / GST-AP2 beads; AP2 beta2 appendage carries R879A mutation | inhibition, % at 10 µM | 340,000 compounds, 0.31% hits;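 active = inhibition above a set limit, near 3 SD of compounds lacking own fluorescence, cut at about 54% in these data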;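 also: plate controls were DMSO wells for no effect and 5 µM unlabelled arrestin peptide for full effect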
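System: GST-AP2 R879A glutathione beads; medium: PBS, Tween 20 0.05%, BSA 0.1%; reagent: fluorescein-tagged arrestin peptide at 50 nM final; schedule: pre-incubation 12 min, peptide binding 1 h, room temperature; detection: flow cytometry, FL1 (488/535 nm); read-out: inhibition as reduced fluorescein signal on beads, percent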
DSG3 Ab inh: inhibitors of pemphigus antibody binding to DSG3, primary screen, biochemical, bead-based, flow cytometry, scFv-GFP | Desmoglein-3 (Homo sapiens), P32926 | DSG3-coupled beads, scFv-anti-DSG3-GFP binding; stronger effect = lower value | binding (percent of control), % at 10 µM | 310,000 compounds, 0.48% hits;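 active = binding more than 3 SD below its plate's average and above zero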; also: some compounds called inactive have numbers as strong as hits
Numbers without * were called inactive; nt = not tested or not shown.

A first look:
No.	Wnt bcat act	OPRM1-OPRD1 ag	Keap1-Nrf2 PPI	RTF Ca sens act	MOR-DOR inv ag	LANA DNA inh	V-ATPase pHluor	RTF Ca sens inh	Arr AP2 block	DSG3 Ab inh	SMILES
1	-5	-2.8	-3	-2	15	1.5	-3	-17	-7	100	CCC(=O)Nc1ccc(NC(=O)CSc2nnnn2C2CCCC2)cc1C
2	-1	-3.5	-1	3	18	-1.4	-4	-1	17	107	CC(C)=CCOc1ccc2c(C)c(CC(=O)N3C[C@H]4C[C@@H](C3)c3cccc(=O)n3C4)c(=O)oc2c1C
3	-2	-2.4	1	0	12	-1.1	0	-9	-10	114	CCCCOP(=O)(c1ccc(N(C)C)cc1)C(O)c1cc(OC)c(OC)c(OC)c1 (centres undefined)
4	20	0.7	3	3	-4	-0.8	-1	-11	9	nt	Cc1cccc(N=Cc2cc3c(cc2[N+](=O)[O-])OCO3)c1
5	1	-0.1	-10	-2	0	0.4	-2	-6	-3	99	COc1ccc(-c2csc(NC(=O)c3cc(C)oc3C)n2)cc1OC
6	nt	-2.8	0	-6	13	-0.4	-2	14	8	112	O=C(O)CCC(=O)Nc1ccc(N=Nc2ccccc2)cc1

The list itself, from the first entry:
No.	Wnt bcat act	OPRM1-OPRD1 ag	Keap1-Nrf2 PPI	RTF Ca sens act	MOR-DOR inv ag	LANA DNA inh	V-ATPase pHluor	RTF Ca sens inh	Arr AP2 block	DSG3 Ab inh	SMILES
1	-5	-2.8	-3	-2	15	1.5	-3	-17	-7	100	CCC(=O)Nc1ccc(NC(=O)CSc2nnnn2C2CCCC2)cc1C
2	-1	-3.5	-1	3	18	-1.4	-4	-1	17	107	CC(C)=CCOc1ccc2c(C)c(CC(=O)N3C[C@H]4C[C@@H](C3)c3cccc(=O)n3C4)c(=O)oc2c1C
3	-2	-2.4	1	0	12	-1.1	0	-9	-10	114	CCCCOP(=O)(c1ccc(N(C)C)cc1)C(O)c1cc(OC)c(OC)c(OC)c1 (centres undefined)
4	20	0.7	3	3	-4	-0.8	-1	-11	9	nt	Cc1cccc(N=Cc2cc3c(cc2[N+](=O)[O-])OCO3)c1
5	1	-0.1	-10	-2	0	0.4	-2	-6	-3	99	COc1ccc(-c2csc(NC(=O)c3cc(C)oc3C)n2)cc1OC
6	nt	-2.8	0	-6	13	-0.4	-2	14	8	112	O=C(O)CCC(=O)Nc1ccc(N=Nc2ccccc2)cc1
7	-1	-0.8	0	4	4	1.1	2	-3	-8	109	Cc1ccccc1CNC(=O)CC1C(=O)NCCN1CC1CCCCC1 (centres undefined)
8	1	-2.2	1	0	12	-0.1	-4	15	17	106	O=C(NCc1ccco1)C1Cc2cc(Cl)ccc2O1 (centres undefined)
9	0	-3.4	-4	-1	17	0.0	2	-6	16	108	CC1CCCN(CCCNC(=O)c2cn(C)c3ccc(S(=O)(=O)N(C)C4CCCCC4)cc3c2=O)C1 (centres undefined)
10	-1	21*	-2	-15	-134	0.1	0	1	-17	112	CC(=O)Nc1ccc(NC(=O)C(=O)NCC(c2ccco2)N2CCc3ccccc3C2)cc1 (centres undefined)
11	2	-3.3	1	0	17	-1.0	5	-2	-1	nt	COc1ccc(-c2csc(NC(=S)NC(=O)c3cc4ccccc4o3)n2)cc1Br
12	0	-1.8	-3	1	9	-0.4	1	3	-8	101	O=C(CCN1C(=O)C2C3CCC(C3)C2C1=O)Nc1ccccc1Cl (centres undefined)
13	0	1.9	-3	25	-11	6.2	-4	-10	32	110	C[C@H]1CN([C@@H](C)CO)C(=O)Cc2cc(NC(=O)CCC(F)(F)F)ccc2O[C@H]1CN(C)S(C)(=O)=O
14	5	-1.4	-1	5	7	1.5	2	1	4	102	CC(C)[C@H](NC(=O)CCCn1nnc2ccccc2c1=O)C(=O)O
15	-3	0.6	1	9	-3	1.4	-4	-3	7	120	COc1ccc(NC(=O)c2oc3ccccc3c2NC(=O)C2CCCO2)cc1OC (centres undefined)
16	-3	-1.9	-1	-3	12	1.0	-2	-8	1	97	Cn1c(CCC(N)=O)nnc1SCC(=O)Nc1cc(S(=O)(=O)N2CCCC2)ccc1Cl
17	7	-0.9	-8	2	5	-2.4	7	-5	1	109	COc1ccc(C(=O)NNC(=O)c2cc3ccccc3cc2O)cc1
18	-2	0.2	-2	2	-1	-0.2	3	-10	-8	114	Cc1ccc(S(=O)(=O)c2ccc(NN)cc2)cc1
19	-2	-1.3	-3	-2	8	-0.2	0	-7	-15	100	CC(OC(=O)Cn1[nH]c(=O)c2ccccc2c1=O)C(=O)Nc1ccccc1[N+](=O)[O-] (centres undefined)
20	1	-1.4	0	0	7	0.4	-3	-2	-5	nt	CCN1CCN(c2nc3c(c(=O)n(C)c(=O)n3C)n2CCSc2nccc(C)n2)CC1

Exported in markdown: entries from further up.
| item | Molecule | Wnt bcat act | OPRM1-OPRD1 ag | Keap1-Nrf2 PPI | RTF Ca sens act | MOR-DOR inv ag | LANA DNA inh | V-ATPase pHluor | RTF Ca sens inh | Arr AP2 block | DSG3 Ab inh |
| --- | --- | --- | --- | --- | --- | --- | --- | --- | --- | --- | --- |
| 5 | COc1ccc(-c2csc(NC(=O)c3cc(C)oc3C)n2)cc1OC | 1 | -0.1 | -10 | -2 | 0 | 0.4 | -2 | -6 | -3 | 99 |
| 6 | O=C(O)CCC(=O)Nc1ccc(N=Nc2ccccc2)cc1 | nt | -2.8 | 0 | -6 | 13 | -0.4 | -2 | 14 | 8 | 112 |
| 7 | Cc1ccccc1CNC(=O)CC1C(=O)NCCN1CC1CCCCC1 (centres undefined) | -1 | -0.8 | 0 | 4 | 4 | 1.1 | 2 | -3 | -8 | 109 |

More compounds:
No.	Wnt bcat act	OPRM1-OPRD1 ag	Keap1-Nrf2 PPI	RTF Ca sens act	MOR-DOR inv ag	LANA DNA inh	V-ATPase pHluor	RTF Ca sens inh	Arr AP2 block	DSG3 Ab inh	SMILES
21	3	-0.8	-8	-2	6	-0.5	2	-10	-11	nt	c1csc(-c2nc(NCCCN3CCOCC3)c3ccccc3n2)c1
22	0	0.9	-1	2	-5	-0.3	-4	-2	-7	107	O=C(O)/C(=N/NC(=O)c1ccc(Cl)cc1)c1ccccc1
23	-2	-2.9	-2	-2	16	-2.1	-1	0	-21	105	CC(C)c1cc(=O)[nH]c(SCC(=O)NC2CCCC2)n1
24	nt	-1.5	-7	-2	8	0.3	0	-6	6	104	COCc1[nH]nc2c1C(c1cccc(OC)c1)C(C#N)=C(N)O2 (centres undefined)
25	nt	2.1	-2	15	-12	1.8	3	-16	5	105	Cn1cccc1Cc1nnc(SCC(=O)NCc2ccc3c(c2)OCO3)n1CCc1ccccc1
26	-4	-3.7	0	-1	15	-1.2	4	6	1	96	CCCn1nc(C(=O)N2CCc3ccccc32)c2ccccc2c1=O
27	0	-4.3	-3	-5	22	-4.7	-4	0	3	126	O=C(CSc1n[nH]c(=O)n1-c1cccnc1)Nc1ccccc1Cl
28	1	-0.3	1	-3	2	-3.7	3	-4	5	90	CC(CN1CCCCC1)OC(=O)/C=C/c1ccccc1 (centres undefined)
29	6	-2.9	-2	4	13	0.6	-3	-18	1	101	Cc1nn(C)c(Cl)c1/C=N/OC(=O)c1ccc(F)cc1
30	-1	-3.3	-1	-5	16	-1.8	-1	-1	39	107	CCOC(=O)c1nc(C)n(-c2ccc([N+](=O)[O-])cc2)n1
31	2	-2.6	37*	84*	14	67*	0	-116	33	91	Oc1ccc2nnc3c(Br)cnn3c2c1
32	nt	-1.8	-5	-6	10	-2.0	5	-25	-8	82	CNC(=S)N1CCN(c2ccc(OC)cc2)CC1
33	0	-2.9	-5	0	16	0.8	6	7	-2	nt	COc1cnc(NS(=O)(=O)c2ccc(N)cc2)nc1
34	0	-1.4	-3	3	7	-1.1	-1	-5	13	95	NNc1nc(-c2ccccc2)nc(-c2ccccc2)c1Br
35	nt	-1.4	0	-1	7	6.0	2	-5	11	97	O=C(O)CC1S/C(=N/N=C2CCCCC2)N(c2ccccc2)C1=O (centres undefined)
36	7	0.0	-3	-5	0	1.5	3	-14	10	101	Cc1cc(NC(=O)COC(=O)C2CCN(S(=O)(=O)c3ccc(Cl)cc3)CC2)no1
37	0	-1.1	-4	1	5	-0.7	8	-2	14	104	CCN(CC)CCNC(=O)CCc1c(C)nc2c(c(C)nn2-c2ccc(C)cc2)c1C
38	-2	-3.3	-5	1	17	0.3	-2	1	10	112	CCOc1ccc(-n2c(SCC(=O)O)nc3sc4c(c3c2=O)CCCC4)cc1
39	-1	-1.5	-50	-13	8	26	-4	4	-1	66*	CSc1nc(SCC(=O)O)c2sc3nc(-c4ccccc4)c4c(c3c2n1)CCC4
40	-3	-0.9	-2	6	5	-0.7	-2	-5	3	94	CC1CCCCC1NC(=O)CSc1nnnn1-c1ccccc1 (centres undefined)
41	-2	-1.1	1	-9	7	1.3	-2	6	-11	84	CN(CCC#N)C(=S)Nc1ccc(Oc2ccccc2)cc1
42	-2	-2.6	-1	0	12	0.3	3	2	4	103	COC(=O)COc1ccc(NC(=O)C(c2ccccc2)c2ccccc2)cc1
43	9	-1.4	-3	5	7	0.5	-4	-9	-1	111	Cc1cc(C)n2nc(SCCOc3ccccc3)nc2n1
44	3	1.7	-3	-9	-9	0.0	-1	-1	4	104	O=C(C1CCC(=O)N(C2CCCCCC2)C1)N1CCN(c2ccccc2Cl)CC1 (centres undefined)

One compound at a time, as listed above. Values in the order: Wnt bcat act, OPRM1-OPRD1 ag, Keap1-Nrf2 PPI, RTF Ca sens act, MOR-DOR inv ag, LANA DNA inh, V-ATPase pHluor, RTF Ca sens inh, Arr AP2 block, DSG3 Ab inh
`O=C(C1CCC(=O)N(C2CCCCCC2)C1)N1CCN(c2ccccc2Cl)CC1` (centres undefined) in the list: 3, 1.7, -3, -9, -9, 0.0, -1, -1, 4, 104
`COC(=O)COc1ccc(NC(=O)C(c2ccccc2)c2ccccc2)cc1` in the list: -2, -2.6, -1, 0, 12, 0.3, 3, 2, 4, 103
